Screening results as filed in PubChem BioAssay.
AddAB inh: growth inhibition of E. coli expressing H. pylori AddAB, primary screen, AddAB inhibitor project, absorbance | inhibition, % at 11.9 µM | hit rate 0.29% among 330,000 | AID 435030, 2010; in the data active = inhibition above about 12%;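 also: 0% = vehicle wells of infected cells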
E coli growth: E. coli V3065 growth inhibition, primary screen, counter-screen for AddAB inhibitor project, absorbance, OD600. 18 h. inhibition, % at 11.9 µM. hit rate 0.27% among 330,000;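 active = inhibition above the campaign's mean inhibition across all tested compounds plus 3 SD, cut at about 9.9% in these data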;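 also: uninfected addAB+ strain grown without phage in ampicillin broth; 0% = DMSO wells and 100% = ciprofloxacin 0.95 µg/ml wells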
HTR5A inv ag: HTR5A inverse agonists in luminescence cell assay, primary screen, counter-screen for OPRM1-OPRD1 heterodimer inverse agonist project, full-deck HTS. inhibition, % at 9.3 µM. 5-hydroxytryptamine receptor 5A (Homo sapiens), P47898. hit rate 0.083% among 340,000. AID 504634, 2011. HTR5A cell line, inverse agonism; in the data active = inhibition mostly above about 23%, no sharp cut-off; inactive = mostly below about 18%;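 also: 0% = cells with DMSO and 100% = no-cell wells with DMSO; some compounds called inactive have numbers as strong as hits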
Target sequence (P47898 whole entry, looked up): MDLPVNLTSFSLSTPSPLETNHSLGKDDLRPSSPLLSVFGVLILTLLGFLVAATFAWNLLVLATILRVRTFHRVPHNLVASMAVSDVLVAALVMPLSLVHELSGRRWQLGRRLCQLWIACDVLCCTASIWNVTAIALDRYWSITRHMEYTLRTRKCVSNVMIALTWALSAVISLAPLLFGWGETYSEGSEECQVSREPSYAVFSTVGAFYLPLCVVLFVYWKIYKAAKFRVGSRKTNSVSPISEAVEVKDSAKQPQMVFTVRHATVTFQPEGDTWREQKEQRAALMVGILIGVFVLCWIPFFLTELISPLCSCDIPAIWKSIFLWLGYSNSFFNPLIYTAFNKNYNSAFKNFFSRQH
CDK5 p35 inh: inhibitors of human CDK5/p35 kinase, primary screen, biochemical, single concentration. Recombinant CDK5/p35, ADP-Glo luminescence, 60 min. inhibition, % at 10 µM. hit rate 0.01% among 330,000. AID 488839, 2010;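 active = highest replicate inhibition of at least 50% and at least 75% of replicates reaching 50%; inconclusive = only one of the two criteria met; inactive = both criteria failed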;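 also: plate controls were DMSO neutral control for no effect and GW8510 at 10 µM for full effect; many of its hits are not listed in these tables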
Target sequence (Q00535 whole entry, looked up): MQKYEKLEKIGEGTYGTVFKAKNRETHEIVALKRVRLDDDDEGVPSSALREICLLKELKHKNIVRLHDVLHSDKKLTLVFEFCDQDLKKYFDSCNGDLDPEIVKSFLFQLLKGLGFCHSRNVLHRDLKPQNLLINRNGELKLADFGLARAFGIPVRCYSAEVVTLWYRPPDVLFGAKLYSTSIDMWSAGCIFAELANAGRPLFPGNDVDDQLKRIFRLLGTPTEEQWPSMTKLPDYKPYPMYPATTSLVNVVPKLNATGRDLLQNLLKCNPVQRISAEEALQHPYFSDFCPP
Target sequence (Q15078 whole entry, looked up): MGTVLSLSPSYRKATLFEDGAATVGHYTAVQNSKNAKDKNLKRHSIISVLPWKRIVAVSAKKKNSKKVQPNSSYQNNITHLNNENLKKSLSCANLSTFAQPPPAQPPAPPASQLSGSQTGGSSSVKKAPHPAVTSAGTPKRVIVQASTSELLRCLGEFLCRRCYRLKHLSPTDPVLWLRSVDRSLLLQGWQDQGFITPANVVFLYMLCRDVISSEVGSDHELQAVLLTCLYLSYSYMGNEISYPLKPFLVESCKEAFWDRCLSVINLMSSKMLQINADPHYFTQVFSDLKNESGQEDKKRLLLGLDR
Mot1-301 SUMO: yeast Mot1-301 growth rescue at high temperature, primary screen, SUMOylation pathway inhibitor project, S. cerevisiae, ATP luminescence, 38.5C. S. cerevisiae Mot1-301 growth rescue; percent above DMSO median, 100 means doubled. growth rescue, % at 18.8 µM. hit rate 1% among 320,000;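 active = every valid replicate shows activation above 250% relative to neutral control wells; inactive = the rest, any valid replicate at or below 250%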;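 also: OY570 slx delta 5 strain wells were the positive control but not used for scaling; some compounds called inactive have numbers as strong as hits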
DAGLB inh: DAGLB lipase inhibitors, primary screen, biochemical, fluorescence, HTS. AID 504411, 2011. hit rate 0.059% among 340,000. HEK293T DAGLB membrane lysate, EnzChek fluorogenic substrate. Diacylglycerol lipase-beta (Homo sapiens), Q8NCG7. inhibition, % at 5.17 µM; in the data active = inhibition above about 34%;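 also: 0% = enzyme with vehicle and 100% = wells lacking enzyme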
Tat transport: E. coli Tat export inhibitors, primary screen, MC4100, TorA-mCherry reporter, fluorescence, single point; AID 488895, 2010; hit rate 0.036% among 340,000; inhibition, % at 10 µM;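 active = mean replicate inhibition at least 50% and at least half of replicates individually reaching 50%; inconclusive = only one of the two criteria met; inactive = neither criterion met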;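 also: exported cargo escapes ClpAP degradation while cytoplasmic cargo is degraded and loses fluorescence; 0% = median of neutral control wells and 100% = median of NaSCN control wells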
PKA-R1A activ: activators of PKA-R1A holoenzyme, primary screen, biochemical, fluorescence polarization, Cy5-IP20, bovine R1A, mouse PKAc. cAMP-dependent protein kinase type I-alpha regulatory subunit (Bos taurus) + …. PKA-R1A dissociation; scaled: DMSO 0%, 113 µM cGMP 100%. activation, % at 11.4 µM. hit rate 0.083% among 340,000;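 active = percent activation above the mean of all tested compounds plus 3 SD, cut at about 19% in these data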;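 also: higher means more PKAc released from R1A so a rise in polarization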
phage Ecoli inh: growth loss of phage-infected E. coli, primary screen, RecBCD inhibitor project, absorbance, with phage, HTS; hit rate 0.26% among 360,000; inhibition, % at 11.9 µM; AID 651602, 2012; in the data active = inhibition above about 11%
PKA-R2B act: activators of PKA-R2B holoenzyme, primary screen, biochemical, fluorescence polarization, Cy5-IP20, human | cAMP-dependent protein kinase catalytic subunit beta (Homo sapiens) + cAMP-dependent … | PKA-R2B holoenzyme dissociation; R2B truncated from residue 108, S112A mutant; 0% DMSO only, 100% 113 µM cGMP | activation, % at 11.4 µM | hit rate 0.079% among 340,000 | AID 504700, 2011;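 active = activation above a cutoff set at the mean over all compounds plus 3 SD, cut at about 18% in these data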;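 also: higher means more holoenzyme dissociation and a rise in polarization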
HTR5A ag ctr: HTR5A agonists in luminescence cell assay, primary screen, counter-screen for OPRM1-OPRD1 heterodimer agonist project, full-deck HTS; 5-hydroxytryptamine receptor 5A (Homo sapiens), P47898; cell-based; activation, % at 9.3 µM; hit rate 0.61% among 340,000; in the data active = activation mostly above about 9.5%, no sharp cut-off; inactive = mostly below about 7.6%;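 also: 0% = cells with vehicle only and 100% = reference agonist; strong numbers were not always called active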
Numbers without * were called inactive; ? = inconclusive; · = not tested or not shown.

SMILES | AddAB inh | E coli growth | HTR5A inv ag | CDK5 p35 inh | Mot1-301 SUMO | DAGLB inh | Tat transport | PKA-R1A activ | phage Ecoli inh | PKA-R2B act | HTR5A ag ctr
O=C(CSc1ccc2nnc(-c3cccs3)n2n1)N1CCCC1 | 0.1 | -0.2 | 4.3 | 0.3 | · | 1.6 | -8.6 | -10.4 | 3.6 | -8.7 | -1.7
Fc1ccc(-c2csc(N3CCC(c4ccccc4)C3)n2)cc1 (stereo unspecified) | -1.1 | 0.5 | 2.7 | 0.2 | 934.0 | -25.6 | -9.7 | -2.2 | 4.7 | 3.1 | -0.8
CCN1CCN(CC(O)COc2cccc(OC)c2)CC1 (stereo unspecified) | 1.9 | -0.8 | -3.3 | 1.4 | -13.7 | -0.9 | -0.2 | 2.0 | 1.1 | -7.7 | 5.3
Cc1noc(C)c1COc1ccccc1C(=O)NC1CCC(C)CC1 (stereo unspecified) | -0.2 | 1.3 | 4.5 | 0.3 | -7.2 | -2.5 | ? | -5.5 | 1.5 | -0.4 | -1.2
CC1(C)C(c2cccs2)=[N+]([O-])C2(CCCCC2=O)N1O (stereo unspecified) | 0.2 | -1.3 | -2.8 | -2.8 | -0.8 | 0.9 | 1.1 | 6.4 | 2.4 | 2.7 | 1.1
Cc1cc(C)c2c(N)c(C(=O)N/N=C/c3cccnc3)sc2n1 | 0.6 | -0.9 | · | 0.5 | 0.3 | · | 1.6 | · | 1.3 | · | ·
Cc1cc(NC(=O)Nc2c[nH]c(=O)[nH]c2=O)ccc1Br | -0.3 | -0.3 | 0.7 | 1.0 | -0.6 | -0.8 | -2.9 | 3.6 | 2.3 | -8.3 | -0.2
COc1cc(Cl)ccc1OCc1cc(C(=O)N2CCN(C)CC2)no1 | 3.7 | 1.4 | 1.4 | -0.8 | 2.1 | 2.9 | -2.6 | -13.0 | -2.0 | 5.9 | 3.7
COc1ccc(CN(CC2CCC(C(=O)O)CC2)C(=S)Nc2ccccc2C)cc1 (stereo unspecified) | -0.9 | -1.5 | 0.8 | -3.3 | 14.1 | -1.6 | -2.5 | 6.9 | 3.1 | -6.7 | -3.0
COc1cc2c(cc1OC)n(CC(=O)NC1CCCCCC1)n1c(C)cc(=O)nc21 | 6.3 | 2.3 | 27.2 | 0.6 | -14.3 | -3.5 | -7.0 | 3.7 | 2.0 | -7.8 | -0.5
CCO[C@@H]1OC(C(=O)N2CCOCC2)=C[C@H](c2ccc(C(F)(F)F)cc2)[C@H]1CCCO | 2.2 | -0.2 | 1.0 | -1.9 | 4.8 | -2.6 | -4.7 | -7.3 | 1.7 | 2.8 | 4.5
O=C(Nc1ccc(O)cc1)c1ccc(NC(=O)c2ccco2)cc1 | 2.5 | 0.4 | 10.4 | -1.8 | -9.4 | -0.9 | -9.1 | -7.3 | 0.1 | 9.1 | -10.2
Cc1oc(-c2cccs2)nc1CN1CCC(C(=O)N2CCCC2)CC1 | 2.4 | -0.1 | 12.2 | 0.9 | 3.4 | 2.5 | 0.6 | 1.3 | 2.5 | -5.3 | 3.1
COc1cccc(CC(=O)N2CCCC(CCC(=O)N3CCN(c4ccccn4)CC3)C2)c1 (stereo unspecified) | 0.3 | 3.2 | -6.5 | -0.7 | 15.0 | 0.4 | 1.7 | 3.9 | 2.6 | -4.7 | 2.3
COc1cc(/C=C2\SC(=O)N(c3ccccc3Cl)C2=O)cc([N+](=O)[O-])c1O | · | · | 15.8 | 0.0 | · | 41.9* | 0.0 | -6.0 | 2.8 | -7.0 | 2.0
Cc1cc(C(=O)COC(=O)c2cccnc2Cl)c(C)n1C | -0.2 | -3.0 | 15.8 | -1.5 | 5.4 | -2.6 | -2.1 | 12.1 | 1.9 | 4.7 | -6.3
COc1ccc(S(=O)(=O)N2CCCC2)cc1NC(=O)c1ccccc1 | -0.1 | -2.9 | -3.8 | 2.3 | -11.7 | -0.9 | -2.7 | -7.8 | 2.1 | -2.3 | 1.4
Cn1ccnc1COc1ccc(/C=N/O)cc1 | 2.1 | -2.1 | -3.2 | 0.5 | -25.7 | -1.8 | 0.2 | 2.7 | 2.8 | -0.8 | 1.2
COc1ccc(/C=N/Nc2nc(C)nc(N)n2)cc1 | 0.8 | -0.3 | 17.2 | 1.3 | -11.3 | 0.5 | 1.5 | -13.8 | 2.3 | -0.7 | -4.6
Fc1cccc(-c2ncc(-c3ccccc3)o2)c1 | · | · | 11.4 | -0.9 | · | -7.7 | -1.5 | 4.6 | 3.0 | 1.1 | -2.9
CC(=O)c1ccc(C)cc1OC(=O)c1cccc(F)c1 | 0.9 | -0.6 | -32.8 | -1.1 | 6.0 | -4.4 | -4.7 | -10.3 | 4.9 | -10.5 | 3.5
N#Cc1c(-n2cccc2)cccc1-n1cccc1 | -0.1 | 1.2 | 6.2 | 7.2 | 14.9 | -3.8 | 4.1 | -9.6 | 6.1 | -9.6 | -1.9
CC(C)(C)C(=O)NC1CC2CCCC(C1)N2C(=O)Nc1ccccc1 (stereo unspecified) | 1.8 | 3.5 | 16.3 | -0.3 | 4.0 | 1.6 | -7.7 | -5.3 | 3.7 | 0.4 | -4.3
COc1ccc(OC)c(NC(=O)Cc2cccs2)c1 | 1.8 | -0.2 | 11.6 | 1.5 | -7.4 | 1.7 | -3.0 | -3.9 | 0.6 | 13.7 | 4.6
Cc1nc(SCC(=O)NCC2CCCO2)nc(C)c1C (stereo unspecified) | 0.5 | -0.8 | 12.7 | -0.6 | -8.9 | 2.2 | -3.9 | 10.9 | 2.6 | -4.7 | -1.1
Cc1sc2nc(CN3CCOCC3)nc(NCCc3ccccc3)c2c1C | -4.0 | -1.9 | -33.1 | -2.0 | 9.1 | -0.4 | -1.9 | -3.5 | -0.7 | -7.2 | -5.5
Cc1ccc(CN2CCN(CCCn3cccn3)CC2CCO)cc1 (stereo unspecified) | 3.7 | 0.7 | 6.2 | 0.5 | 13.5 | 2.3 | -11.5 | 2.3 | 2.5 | 8.7 | -2.2
Cc1nn(-c2ccc(C(=O)Nc3nnc(C4CC4)s3)cc2)c(C)c1Cl | 0.8 | 0.8 | -5.9 | -2.8 | 11.9 | 0.1 | 5.3 | -5.2 | -1.2 | -4.5 | 1.6
Cc1ccc(NS(=O)(=O)c2ccc(OCC(=O)NCc3ccccn3)cc2)cc1 | 2.3 | 1.1 | 22.4 | -0.6 | -0.6 | 1.1 | 2.7 | -4.0 | -2.8 | 0.6 | 4.5
COc1ccc(C(=O)NC(Cn2ccnc2)C(C)(C)C)cc1OC1CCN(C(C)C)CC1 (stereo unspecified) | -0.9 | 0.5 | -6.2 | -3.1 | 1.2 | -0.8 | -6.3 | -6.7 | 1.0 | -2.6 | -0.9
CN1C(=O)N(c2nnc(C(C)(C)C)s2)C(=O)C1c1ccccc1 (stereo unspecified) | -0.6 | -0.7 | -7.2 | -0.1 | 5.8 | -4.0 | -13.1 | -10.5 | 1.2 | -8.7 | -4.6
COc1ccc(C(=O)OCC(=O)NCC2CCCCC2)cc1S(=O)(=O)N1CCCc2ccccc21 | 0.3 | -0.5 | 16.0 | 0.3 | 2.9 | -4.6 | 0.6 | -6.0 | 3.0 | -4.8 | -4.8
CCN1CCN(C(=O)N(CC(=O)Nc2ccc(C(N)=O)cc2)S(=O)(=O)c2ccc(C)cc2)CC1 | · | · | 10.3 | -0.3 | · | -3.1 | -4.8 | 3.4 | 1.9 | 12.1 | 5.1
CSc1nsc(SCC(=O)N2CCCCC2)n1 | 0.9 | 0.7 | -8.0 | -1.5 | -26.3 | -0.2 | 3.4 | -0.7 | 4.7 | -9.9 | 2.8
O=C(CSc1ccccc1)NCc1ccco1 | 1.8 | 0.1 | 1.1 | -0.1 | · | 0.0 | -3.8 | -4.2 | 1.2 | -8.7 | -2.7
O=C(N/N=C/c1ccc[nH]1)c1sc2ccccc2c1Cl | 1.8 | -5.6 | 3.7 | 3.5 | 285.4 | 0.7 | 0.2 | -4.7 | -2.8 | -1.5 | -1.1
Cc1cccc(N2CCN(C(=O)c3noc4c3COc3ccc(C)cc3-4)CC2C)c1 (stereo unspecified) | -0.5 | -0.8 | -25.3 | 1.3 | -30.1 | -8.3 | 2.9 | -6.5 | 3.9 | 3.9 | 8.3
Cc1nc2ccc(NC(=O)Cc3cccs3)cc2s1 | 0.5 | 0.1 | -11.7 | 0.5 | 2.4 | -0.4 | 1.3 | 2.0 | 2.1 | 5.7 | -2.5
COc1cc(OC)c(N(C)C(=O)c2cc3c(s2)-c2ccccc2S(=O)(=O)C3)cc1Cl | 5.2 | -1.8 | -5.4 | -0.4 | -8.2 | -1.4 | 3.3 | -4.5 | 1.2 | 2.1 | 1.9
CNC(=O)COc1ccc(S(=O)(=O)Nc2ccccc2)cc1 | 1.7 | -2.9 | 2.6 | 2.2 | -8.7 | -0.6 | 1.7 | 5.9 | 4.8 | 3.9 | -1.0
Cc1ccc2c(c1)nc(NCCCO)n2C | 0.3 | -1.4 | 7.6 | -0.8 | 10.8 | -3.2 | -7.8 | -11.2 | 4.6 | -11.9 | -3.2
CCCn1c(SCC(=O)NC23CC4CC(CC(C4)C2)C3)n[nH]c1=O | 3.4 | 0.8 | 0.0 | -0.5 | -5.0 | 0.0 | 1.0 | -6.8 | 0.9 | 0.0 | 0.0
COc1ccc(-n2c(Cc3cccn3C)nnc2SCC(=O)N2CCCC2)cc1 | 5.9 | 0.7 | -11.6 | 0.1 | -1.0 | -2.2 | 16.9 | -2.0 | 0.5 | 4.2 | 4.2
CCOC(=O)C1=C(C(F)(F)F)Nc2ncnn2C1c1cc(OC)c(OC)cc1OC (stereo unspecified) | 4.2 | 0.9 | 2.5 | 0.8 | -18.0 | -1.9 | 3.9 | 2.4 | 3.5 | 6.7 | -0.7
O=C(Cc1ccccc1[N+](=O)[O-])NCCC1=CCCCC1 | 1.5 | 0.4 | 2.1 | 1.9 | 5.1 | -3.7 | -6.3 | -6.1 | 0.5 | -18.4 | -0.8
S=C(NCCc1ccccc1)NCCN1CCOCC1 | 1.8 | -0.8 | -9.3 | -1.1 | 3.6 | 0.8 | -8.2 | 3.0 | 1.3 | -5.8 | 2.7

No enrichment for hits; 2.3% or so of the library scored in one or more.
